GLS inh: glutaminase GLS (human) inhibition | O94925 | Potency, µM (titrated, usually from 45.5 µM), for the others: at the top dose activity change, negative = inhibition, usual class: inhibitors | 0.21% of 410,000 active | GLS enzymatic activity, qHTS titration; also: potency is read from the fitted curve at half-maximal effect; % is scaled to controls: 0 for no effect and ±100 for the full control effect
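Two-point fluorescence kinetic (t0, 30 min RT) for hKGA; glutamate detected via glutamate oxidase–HRP–Amplex Red. Substrate: 1 mM L-glutamine solution; buffer 45 mM KH2PO4, pH 8.2.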
ERG-DNA inh: inhibitors of human ERG Ets domain-DNA interaction. P11308. fluorescence polarization, His-ERG Ets domain / labelled DNA. Potency, µM (doses to about 76.9 µM), without a hit: at the top dose FP activity, negative = inhibition, actives largely listed as inhibitors. 0.028% of 370,000 active; active = well fitted inhibition curve with a large enough effect in the polarisation, with a control signal flat; inconclusive = small, poorly fitted or top-dose-only effect, or effect the other way, or a change in a side signal; inactive = no such curve, though single readings can be large or run the other way; the % refers to the polarisation;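 also: polarization taken with two DNA probes labelled with fluorescein and Texas red; potency is read from the fitted curve at half-maximal effect; % of control where 0% means no effect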
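His-tagged ERG Ets domain (1 uM in the protein solution; 300mM KCl, 50mM Tris-HCl, 1mM EDTA, 1mM DTT, pH 7.5) received compound, then a probe mix of 5 nM fluorescein-DNA and 100nM Texas-615-DNA. Fluorescence polarization was read for both dyes.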
HP1b chromo inh: inhibitors of HP1-beta chromodomain binding to methylated histone tails; 0.56% of 390,000 active; P83916; AlphaScreen HP1-beta / biotin-H3K9me3 peptide binding; AID 540317; Potency, µM (highest dose often 114 µM), for the others: at the highest dose activity change, negative = inhibition, hits mostly inhibitors; also: potency is read from the fitted curve at half-maximal effect; nearly all actives have a fitted effect of over 70% in size; inactives centre near 23
Target sequence (P83916 whole entry, looked up): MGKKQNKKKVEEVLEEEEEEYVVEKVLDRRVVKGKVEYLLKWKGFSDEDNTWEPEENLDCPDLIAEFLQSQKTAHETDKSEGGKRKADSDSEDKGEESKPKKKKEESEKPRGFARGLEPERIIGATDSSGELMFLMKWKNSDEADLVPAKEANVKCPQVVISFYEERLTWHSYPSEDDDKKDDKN
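AlphaScreen: HP1-beta (50 nM) preformed 30 min with biotin-H3(1-18)K9me3 peptide (50 nM) in PBS pH 7.4, 0.01% Tween-20. Compound added for 30 min at RT, then streptavidin donor/nickel chelate acceptor beads (10 ug/mL) for 30 min.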
PGK inhibitor: inhibitors of T. brucei phosphoglycerate kinase; Potency, µM (doses to about 57.5 µM), for the others: top-dose activity change, negative = inhibition, actives largely listed as inhibitors; PGK/GAPDH coupled, Kinase-Glo luminescence, 60 min; AID 602233; P07378; 0.043% of 380,000 active; also: potency is read from the fitted curve at half-maximal effect; % is scaled to controls: 0 for no effect and ±100 for the full control effect; nearly all actives have a fitted effect of over 60% in size
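Luminescent ATP detection (Kinase-Glo Plus) follows a 60-minute room-temperature incubation, with wells lacking PGK as controls. Buffer: 100 mM TEA (pH 7.6), 5 mM MgCl2, 0.01% Tween-20. Coupling enzyme GAPDH (100 nM final) supplies unstable 1,3-BPG in-well.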
Pin1 inhibitor: inhibitors of human Pin1; Q13526; Pin1 FP peptide displacement, HiFluor488, 10 min; Potency, µM (titrated, usually from 115 µM), inactives show top-dose activity, negative = inhibition, hits mostly inhibitors; 0.009% of 390,000 active; AID 504891; active = well fitted inhibition curve with a large enough effect in the polarisation, with a control signal flat, not every such curve was filed as active; inconclusive = small, poorly fitted or top-dose-only effect, or effect the other way, or a change in a side signal; inactive = no such curve, though single readings can be large or run the other way; the % refers to the polarisation; also: potency is read from the fitted curve at half-maximal effect; % is scaled to controls: 0 for no effect and ±100 for the full control effect
Target sequence (Q13526 whole entry, looked up): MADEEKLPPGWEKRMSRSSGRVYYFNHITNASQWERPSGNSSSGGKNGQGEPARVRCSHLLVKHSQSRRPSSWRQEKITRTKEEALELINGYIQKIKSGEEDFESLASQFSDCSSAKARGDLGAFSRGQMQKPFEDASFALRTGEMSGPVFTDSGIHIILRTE
G9a block: blocks human histone lysine methyltransferase G9a | G9a H3K9 monomethylation, AlphaScreen, 2 h | 8.8% of 350,000 active | Potency, µM (doses to about 102 µM), inactives show at the top dose activity, negative = inhibition, usual class: inhibitors | Q96KQ7; also: potency is read from the fitted curve at half-maximal effect; % is scaled to controls: 0 for no effect and ±100 for the full control effect; nearly all actives have a fitted effect of over 75% in size
Target sequence (Q96KQ7 913-1193 limits assumed): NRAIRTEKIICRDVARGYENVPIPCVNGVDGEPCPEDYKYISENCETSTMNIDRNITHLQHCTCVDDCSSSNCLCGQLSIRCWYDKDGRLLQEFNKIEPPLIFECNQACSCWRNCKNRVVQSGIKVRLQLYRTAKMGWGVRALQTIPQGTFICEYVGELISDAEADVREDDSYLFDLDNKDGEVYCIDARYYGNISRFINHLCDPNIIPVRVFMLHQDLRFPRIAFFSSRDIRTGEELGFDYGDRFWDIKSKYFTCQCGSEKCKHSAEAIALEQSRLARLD
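Using a bead-based AlphaScreen, monomethylated H3K9 product from 2 h room-temperature reactions (G9a 20 nM, peptide 500 nM, SAM 20 uM) was detected with 0.5 ug/mL rabbit anti-H3K9me1 antibody.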
JMJD2A Tudor inh: blocks the human JMJD2A Tudor domain. 4.4% of 390,000 active. O75164. AlphaScreen JMJD2A-Tudor / H3K4me3 peptide binding. AID 504339. Potency, µM (series often up to 114 µM), for inactives: at the top dose activity change, negative = inhibition, most hits filed as inhibitors; also: potency is read from the fitted curve at half-maximal effect; % is scaled to controls: 0 for no effect and ±100 for the full control effect; nearly all actives have a fitted effect of over 50% in size
BAZ2B block: inhibitors of human BAZ2B bromodomain | Q9UIF8 | AlphaScreen BAZ2B-H3K14Ac peptide displacement | Potency, µM (highest dose often 114 µM), for the others: at the top dose activity change, negative = inhibition, actives largely listed as inhibitors | 4.4% of 360,000 active; also: potency is read from the fitted curve at half-maximal effect; % is scaled to controls: 0 for no effect and ±100 for the full control effect; nearly all actives have a fitted effect of over 60% in size
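AlphaScreen displacement of biotin-H3(5-23)K14Ac peptide (50 nM final) from BAZ2B (50 nM final) in PBS pH 7.4, 0.01% Tween-20; complex preformed 30 min RT, then compounds (top 110 uM) 30 min RT, beads 20 min dark.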
PI4K2A inh: PI4K2A (human) kinase inhibition; 0.13% of 420,000 active; purified PI4K2A, ADP-Glo luminescence, 1 h; active compounds read low; Q9BTU6; activity change, negative = inhibition, % at 76.9 µM; AID 1346378; in the data active = activity change below about -50%; inconclusive = mostly about -30% to -49%;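 also: -100% = wells without enzyme as full effect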
Target sequence (Q9BTU6 whole entry, looked up): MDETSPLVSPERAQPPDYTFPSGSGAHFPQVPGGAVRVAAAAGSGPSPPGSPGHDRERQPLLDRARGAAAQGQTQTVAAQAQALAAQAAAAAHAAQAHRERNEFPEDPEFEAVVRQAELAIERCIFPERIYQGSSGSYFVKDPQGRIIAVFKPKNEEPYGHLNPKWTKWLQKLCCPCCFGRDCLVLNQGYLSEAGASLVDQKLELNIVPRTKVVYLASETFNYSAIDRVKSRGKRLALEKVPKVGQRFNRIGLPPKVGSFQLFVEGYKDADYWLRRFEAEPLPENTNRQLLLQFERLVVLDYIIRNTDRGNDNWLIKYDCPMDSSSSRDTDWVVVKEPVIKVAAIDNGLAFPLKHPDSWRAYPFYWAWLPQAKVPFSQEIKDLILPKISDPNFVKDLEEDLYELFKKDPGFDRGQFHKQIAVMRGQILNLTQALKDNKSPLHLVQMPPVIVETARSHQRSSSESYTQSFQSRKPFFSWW
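ADP-Glo luminescence measured ADP generated by PI4K2A enzyme (4 ug/mL before mixing) with 1.2 mM PI substrate (pre-mix) and 300 microM ATP (pre-mix). Tris pH7.5 buffer with MgCl2, Triton X-100; 1 h reaction at ambient temperature.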
* = called active by the depositor; [ ] = remark or other dose. Unless noted, calls follow the shape of the dose curve; as a rule, active = well fitted curve in the direction sought with a large enough effect; inconclusive = small, poorly fitted or top-dose-only effect, or another doubt; inactive = no such curve, though single readings can be large; an effect the other way counts as inactive or inconclusive.

Results for Cc1ccc(/C=C2\SC(=S)N(NS(=O)(=O)c3ccc(C)cc3)C2=O)cc1 ?
GLS inh: 5.4%; ERG-DNA inh: 0.6%; HP1b chromo inh: -5.1%; PGK inhibitor: -10.0%; Pin1 inhibitor: inconclusive; JMJD2A Tudor inh: inconclusive; BAZ2B block: 50.1µM*; PI4K2A inh: -1.0

How did Cc1ccc(C2OCC3(CO2)COC(c2ccc(C)cc2)OC3)cc1 (stereo unspecified) do in these assays?
GLS inh: -0.3%; ERG-DNA inh: 12.4%; HP1b chromo inh: 17.4%; PGK inhibitor: -0.9%; Pin1 inhibitor: -10.3%; G9a block: 35.2%[59 µM]; JMJD2A Tudor inh: -16.8%; BAZ2B block: 8.8%; PI4K2A inh: -5.4

How did Cc1cc(C)c(NC(=S)NC(=O)c2ccc(-c3ccccc3)cc2)c(C)c1 do in these assays?
GLS inh: -5.1%; ERG-DNA inh: 9.7%; HP1b chromo inh: inconclusive; PGK inhibitor: inactive; Pin1 inhibitor: -0.7%; G9a block: inconclusive; JMJD2A Tudor inh: -28.8%; BAZ2B block: -37.7%; PI4K2A inh: 1.0

Results for O=C(NNC1=Nc2cccc3cccc1c23)c1ccc(Br)cc1 ?
GLS inh: 7.0%; ERG-DNA inh: -4.4%; HP1b chromo inh: 18.8%; PGK inhibitor: -5.2%; Pin1 inhibitor: 13.8%; G9a block: 37.3%; JMJD2A Tudor inh: -35.0%; BAZ2B block: -31.9%; PI4K2A inh: 1.2

What do the screens show for `CCOC(=O)/C(C(C)=O)=C1/OC(=O)c2ccccc21`?
GLS inh: 0.0%; HP1b chromo inh: 9.3%; PGK inhibitor: inactive; Pin1 inhibitor: 1.1%; G9a block: 6.3%[12.7 µM]; JMJD2A Tudor inh: -15.7%; BAZ2B block: 1.3%; PI4K2A inh: -1.2

How did O=C(CSc1ccccc1F)Nc1ccc2c(c1)OCO2 do in these assays?
GLS inh: -4.9%; ERG-DNA inh: 0.5%; HP1b chromo inh: 24.7%; PGK inhibitor: -3.1%; Pin1 inhibitor: -0.8%; JMJD2A Tudor inh: -1.4%; PI4K2A inh: -0.1

How did CCOC(=O)C1CCC(CN(Cc2ccc(Cl)cc2)S(=O)(=O)c2cccc(Cl)c2C)CC1 (stereo unspecified) do in these assays?
GLS inh: -6.1%; ERG-DNA inh: 2.4%; HP1b chromo inh: 49.7%; PGK inhibitor: -3.0%; Pin1 inhibitor: 3.7%; G9a block: 22.1%[59 µM]; JMJD2A Tudor inh: -4.6%; BAZ2B block: 15.6%; PI4K2A inh: -1.7

Results for O=C(Nc1cccc2c1CCCC2)c1cc([N+](=O)[O-])cc([N+](=O)[O-])c1 ?
GLS inh: 1.2%; ERG-DNA inh: 9.2%; HP1b chromo inh: 18.0%; PGK inhibitor: -8.3%; Pin1 inhibitor: -0.6%; G9a block: 16.7%; JMJD2A Tudor inh: -3.4%; BAZ2B block: 6.6%; PI4K2A inh: 3.2

How did NS(=O)(=O)c1ccc(CCNC(=O)CCc2nc3ccccc3s2)cc1 do in these assays?
GLS inh: 0.0%; ERG-DNA inh: 3.0%; HP1b chromo inh: 12.8%; PGK inhibitor: -1.4%; Pin1 inhibitor: 2.0%; G9a block: 18.4%; JMJD2A Tudor inh: -1.4%; BAZ2B block: -23.6%; PI4K2A inh: 1.3

What do the screens show for `COc1cc(OC)cc(C(=O)Nc2ccc([N+](=O)[O-])cn2)c1`?
GLS inh: 5.7%; ERG-DNA inh: -3.9%; HP1b chromo inh: inconclusive; PGK inhibitor: -1.4%; Pin1 inhibitor: 5.8%; G9a block: 3.1%[59 µM]; JMJD2A Tudor inh: inconclusive; BAZ2B block: -2.6%; PI4K2A inh: -2.5

Results for O=C(NCc1ccccn1)c1cc2ccccc2oc1=O ?
GLS inh: 12.6%; ERG-DNA inh: -0.4%; HP1b chromo inh: 14.7%; PGK inhibitor: -6.5%; Pin1 inhibitor: 1.2%; G9a block: 10.0%; JMJD2A Tudor inh: -13.0%; BAZ2B block: inconclusive; PI4K2A inh: -0.5

Results for CCOC(=O)NCCc1c(C)nc2c(c(C)nn2C(C)(C)C)c1C ?
GLS inh: -3.1%; ERG-DNA inh: 5.3%; HP1b chromo inh: -8.9%; PGK inhibitor: -5.3%; Pin1 inhibitor: 2.1%; G9a block: 23.7%; JMJD2A Tudor inh: -0.8%[11.4 µM]; BAZ2B block: -3.3%; PI4K2A inh: 1.9

How did CC/C(=N\NC(=O)C1CCCC1)c1ccc(Br)cc1 do in these assays?
GLS inh: 3.0%; ERG-DNA inh: -1.5%; HP1b chromo inh: 23.9%; PGK inhibitor: -8.6%; Pin1 inhibitor: -2.0%; G9a block: 3.4%; JMJD2A Tudor inh: -14.5%; BAZ2B block: -0.7%; PI4K2A inh: -1.2

Results for COc1cccc(OC)c1OCCNC(C)(C)C ?
GLS inh: 5.8%; ERG-DNA inh: 1.6%; HP1b chromo inh: -11.4%; PGK inhibitor: -5.4%; Pin1 inhibitor: -6.3%; JMJD2A Tudor inh: 8.91µM*; BAZ2B block: 50.1µM*; PI4K2A inh: -2.3

How did Cc1ccc(C)c(S(=O)(=O)N2CCCOC2CNC(=O)C(=O)NCCc2ccccc2)c1 (stereo unspecified) do in these assays?
GLS inh: -5.7%; ERG-DNA inh: -7.0%; HP1b chromo inh: 30.9%; PGK inhibitor: inactive; Pin1 inhibitor: 1.1%; G9a block: inconclusive; JMJD2A Tudor inh: -5.6%; BAZ2B block: -15.5%; PI4K2A inh: 1.8

How did COC(=O)CCc1nc2ccccc2[nH]c1=O do in these assays?
GLS inh: 11.9%; ERG-DNA inh: -3.7%; HP1b chromo inh: 31.8%; PGK inhibitor: -0.2%; Pin1 inhibitor: -2.4%; G9a block: 6.7%[12.7 µM]; JMJD2A Tudor inh: -0.7%; BAZ2B block: 8.7%; PI4K2A inh: 0.5

Results for Cc1ccc2c(cnn2C(=O)CCCC(=O)NCc2cccc(F)c2)c1 ?
GLS inh: 2.2%; ERG-DNA inh: 23.0%; HP1b chromo inh: 30.3%; PGK inhibitor: -3.4%; Pin1 inhibitor: 12.9%; G9a block: -7.4%; JMJD2A Tudor inh: -9.5%; BAZ2B block: 0.5%; PI4K2A inh: -6.2

How did O=C1c2ccc(-c3ccc(F)cc3OCc3ccccc3)cc2S(=O)(=O)c2cccc(C(=O)N3CCN(c4ncc(Br)cn4)CC3)c21 do in these assays?
GLS inh: 6.3%; ERG-DNA inh: -10.9%; HP1b chromo inh: 5.8%; PGK inhibitor: 1.4%; Pin1 inhibitor: 4.2%; JMJD2A Tudor inh: inconclusive; PI4K2A inh: 0.4

How did O=C(O)/C(=C\c1cccs1)c1ccccc1 do in these assays?
GLS inh: 6.2%; ERG-DNA inh: 11.3%; HP1b chromo inh: 17.1%; PGK inhibitor: -1.1%; Pin1 inhibitor: 0.4%; G9a block: -5.0%; JMJD2A Tudor inh: -4.2%; BAZ2B block: -1.8%; PI4K2A inh: 0.2

Results for CCOc1ccc2c(c1)sc1nc(C(=O)OC)cc(=O)n12 ?
GLS inh: -1.8%; ERG-DNA inh: -3.8%; HP1b chromo inh: 31.4%; PGK inhibitor: 20.4%; Pin1 inhibitor: -8.7%; JMJD2A Tudor inh: -4.5%; PI4K2A inh: -3.2

What do the screens show for `COCCCNC(=O)NC(=O)c1ccccc1`?
GLS inh: -9.1%; HP1b chromo inh: 45.2%[activator]; PGK inhibitor: 7.0%; Pin1 inhibitor: 6.7%; G9a block: 6.9%[59 µM]; JMJD2A Tudor inh: 4.8%; BAZ2B block: 7.1%; PI4K2A inh: 5.1

Results for CCOC(=O)C1CCCN(c2c(NCCCN(C)Cc3ccccc3)c(=O)c2=O)C1 (stereo unspecified) ?
GLS inh: 16.4%; ERG-DNA inh: -5.2%; HP1b chromo inh: 12.3%; PGK inhibitor: -11.6%; Pin1 inhibitor: 0.5%; G9a block: -30.1%; JMJD2A Tudor inh: -13.9%; BAZ2B block: 4.2%; PI4K2A inh: -5.9

How did Cc1ccc(-n2ncc(C(=O)N3CCN(c4ncccn4)CC3)c2C2CCN(C(=O)OC(C)(C)C)CC2)cc1 do in these assays?
GLS inh: -3.5%; ERG-DNA inh: 0.0%; HP1b chromo inh: 23.7%; PGK inhibitor: 7.2%; Pin1 inhibitor: 2.1%; G9a block: -4.2%[59 µM]; JMJD2A Tudor inh: -2.9%; BAZ2B block: 9.2%[57.1 µM]; PI4K2A inh: -5.0

How did CCOC(=O)N1CCN(C(=O)CN(Cc2ccc(Cl)cc2)S(C)(=O)=O)CC1 do in these assays?
GLS inh: 1.6%; ERG-DNA inh: -6.7%; HP1b chromo inh: 31.1%; PGK inhibitor: -7.3%; Pin1 inhibitor: 3.6%; G9a block: -2.5%[12.7 µM]; JMJD2A Tudor inh: -17.2%; BAZ2B block: 0.1%; PI4K2A inh: -1.9

How did c1ccc(CN2CCN(c3nc4ccccc4n4cnnc34)CC2)cc1 do in these assays?
GLS inh: 0.8%; ERG-DNA inh: 4.0%; HP1b chromo inh: 13.1%; PGK inhibitor: -4.3%; Pin1 inhibitor: -0.5%; G9a block: 50.1µM*; JMJD2A Tudor inh: -28.3%; BAZ2B block: -10.4%; PI4K2A inh: -9.1

How did Clc1ccc2oc(-c3ccccc3)cc(=NCCCN3CCOCC3)c2c1 do in these assays?
GLS inh: -14.3%; ERG-DNA inh: 3.9%; HP1b chromo inh: 14.4%; PGK inhibitor: -5.8%; Pin1 inhibitor: 1.1%; G9a block: inconclusive; JMJD2A Tudor inh: -29.9%; BAZ2B block: inconclusive; PI4K2A inh: -3.4

This is a random part of the collection; overall some 11% were active at least once.
